Bioassay records deposited in PubChem by several laboratories.
AID2073 = disruptors of CaV2.2 binding to Mint1 – biochemical, HTRF (AID 2073); HTRF protein-protein interaction, Mint1-CaV2.2; higher % means a stronger effect; one-dose inhibition, % at 20 µM; IC50 in µM for titrated hits; actives 0.19% (n = 290,000); in the data active = inhibition mostly above about 51%, no sharp cut-off; inconclusive = no clear call, values can overlap the other calls; inactive = mostly below about 53%; note: some results filed as inactive read as strong as hits
NOD2 inhibition = NOD2 signaling inhibitors, cell-based, luminescence, uHTS, HEK293 (AID 1566); HEK293 NOD2/NF-kB luciferase reporter, luminescence; higher % means a stronger effect; one-dose inhibition, % at 4 µM; EC50 in µM for titrated hits; actives 0.63% (n = 290,000); note: many of its hits are not listed in these tables
P. falciparum M1AAP = malaria alanyl aminopeptidase activity blockers – biochemical, fluorogenic H-Leu-NHMec substrate, 1536-well (AID 1445); recombinant M1AAP, H-Leu-NHMec fluorogenic kinetic assay; higher % means a stronger effect; one-dose inhibition, % at 30 µM; IC50 in µM for titrated hits; actives 0.42% (n = 220,000);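 active = primary inhibition above the hit cutoff, then over 50% inhibition at one or more dose response concentrations, cut at about 23% in these data, passing the limit was not always enough; inconclusive = conflicting primary data, or primary hits not chosen for dose response; inactive = low primary inhibition, or under 50% at every dose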;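 note: plate controls were DMSO full reaction for no effect and no enzyme background for full effect; strong numbers were not always called active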
GPR55 beta-arrestin = GPR55 agonists via beta-arrestin recruitment, primary screen, imaging, U2OS cells, beta-arrestin-GFP redistribution (AID 1961); U2OS GPR55 beta-arrestin-GFP redistribution imaging; higher % means a stronger effect; actives 0.048% (n = 290,000); one-dose activation, % at 10 µM; EC50 in µM for titrated hits;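 active = activation above 40% with more than 50 cells counted in the well; inconclusive = wells holding fewer than 50 cells, flagged as toxic or sparse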;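 note: U2OS osteosarcoma cells stably expressing GPR55 and beta-arrestin-GFP; plate controls were DMSO negative control for no effect and LPI positive control for full effect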
P. falciparum M17LAP = P. falciparum M17LAP inhibitors, primary screen, biochemical, fluorogenic H-Leu-NHMec substrate, 1536-well (AID 1619); recombinant M17LAP, H-Leu-NHMec fluorogenic kinetic assay; higher % means a stronger effect; inhibition, % at 30 µM; hits with a dose series show IC50 in µM; actives 0.38% (n = 220,000);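 active = compound inhibiting the enzyme by more than half at any dose during confirmatory dose-response retesting; inconclusive = strong single-dose inhibitors picked by rank but not retested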;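 note: plate controls were full reaction with DMSO carrier for no effect and no enzyme background for full effect; strong numbers were not always called active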
NOD1 inhibition = inhibition of NOD1-driven NF-kB reporter – cell-based, luminescence, uHTS, primary screen (AID 1578). NOD1-driven NF-kB luciferase reporter cells, luminescence; higher % means a stronger effect. inhibition, % at 4 µM, or EC50 in µM where a hit was titrated. actives 1% (n = 290,000); in the data active = inhibition mostly above about 36%, no sharp cut-off; inactive = mostly below about 34%;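 note: HEK-293T reporter cells stimulated with the NOD1 agonist gamma-tri-DAP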
Dynein cargo inh = blocks dynein driven cargo transport along microtubules | 3617.4 mouse cells, GR-EGFP nuclear translocation imaging; test concentration mostly 20 µM; stimulated with dexamethasone, 1 µM; stronger effect = lower value | z-score, hits read low | actives 0.47% (n = 220,000);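 active = plate z-score of nuclear minus cytoplasmic receptor signal below a set negative limit, without overly bright fluorescence or cell loss, cut at about -3.5 in these data, passing the limit was not always enough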;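 note: z-score of nuclear minus cytoplasmic ring GR-EGFP intensity difference per well; some compounds called inactive have numbers as strong as hits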
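Buffer or medium: tet-free, stripped-serum medium; reagent: dexamethasone at 1.0 µM final, 30 min; incubation: 48 h induction, 1 h compound, 30 min dex at 37 °C; measured by: formaldehyde fixation, Hoechst nuclear stain, 10x automated fluorescence imaging; read-out: nuclear-to-cytoplasmic GR-EGFP distribution per well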
KOR beta-arrestin-1 = kappa opioid receptor activators – cell-based, luminescence, uHTS, primary screen (AID 1777); KOR beta-arrestin recruitment, luminescence; higher % means a stronger effect; activation, % at 10 µM, or EC50 in µM where a hit was titrated; actives 0.02% (n = 280,000); in the data active = activation above about 50%, passing the limit was not always enough; note: a part of the inactive calls stands beside numbers as strong as those of hits
KOR beta-arrestin-2 = kappa opioid receptor blockers – cell-based, luminescence, uHTS (AID 1778); KOR beta-arrestin recruitment, luminescence, antagonist mode; higher % means a stronger effect; inhibition, % at 10 µM, or IC50 in µM where a hit was titrated; actives 0.091% (n = 290,000); note: strong numbers were not always called active
Dynein cargo inh cytoplasmic EGFP = also measured in Dynein cargo inh; calls as there; z-score; measured here: cytoplasmic GR-EGFP intensity; stronger effect = higher value
Dynein cargo inh nuclear GR-EGFP = further read-out of Dynein cargo inh, marked with its call; z-score; measured here: nuclear GR-EGFP intensity;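 lower value marks the stronger effect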
Dynein cargo inh cell count = further read-out of Dynein cargo inh, marked with its call; z-score; measured here: cell count per field
Active calls of the source: *; ? = inconclusive; nt = not tested or not shown; [ ] = remark or other dose. Cut-off read from the data, not from the text of the source, unless noted: active = inhibition above about 50%; inactive = the rest. Not all compounds are listed; count on the stated rates, not on these rows.

Compound	AID2073	NOD2 inhibition	P. falciparum M1AAP	GPR55 beta-arrestin	P. falciparum M17LAP	NOD1 inhibition	Dynein cargo inh	Dynein cargo inh cytoplasmic EGFP	Dynein cargo inh nuclear GR-EGFP	Dynein cargo inh cell count	KOR beta-arrestin-1	KOR beta-arrestin-2
CCOc1ccc2nc(N/C(N)=N/C(=S)Nc3ccc(OC)cc3)nc(C)c2c1	14%	25%	2%	-0.1%	0%	-28%	0.33	0.015	0.46	-0.17	-2.7%	-51%[20 µM]
CC(C)(C)c1cc[n+](-c2[nH]c(=O)sc2/C=N/N=C(\[O-])c2cccnc2)cc1	-15%	-3%	nt	-0.2%	nt	11%	nt	nt	nt	nt	-1.7%	10%
COc1ccc(S(=O)(=O)N(CC(=O)NCc2cccnc2)c2ccc(C)cc2)cc1OC	-8%	-6%	nt	1.0%	nt	-9%	nt	nt	nt	nt	-0.7%	-3%
COc1ccccc1N1CCN(C(=O)c2ccoc2C)CC1	-15%	-7%	6%	-0.1%	-3%	-17%	-0.41	-0.18	0.13	0.18	-3.1%	21%
CC(=O)CC(=O)Nc1ncc(C(F)(F)F)cc1Cl	-12%	9%	4%	0.0%	-4%	-27%	-0.3	-0.34	0.17	0.84	3.4%	-17%
O=C(c1ccc(F)cc1F)N1CCCC(c2nc(-c3ccc(F)cc3)no2)C1 (centres undefined)	1%	16%	nt	0.0%	nt	-2%	nt	nt	nt	nt	-3.5%	16%
CSc1ccc(NC(N)=S)cc1	-6%	-10%	1%	-0.1%	-1%	-22%	-0.3	-0.2	0.026	0.8	-3.5%	15%
CCc1ccc2c(CN3CCN(Cc4ccccc4)CC3)cc(=O)oc2c1	-4%	14%	nt	-0.2%	nt	-16%	nt	nt	nt	nt	-2.6%	-10%
CCCCn1c(N2CCC(Cc3ccccc3)CC2)nc2c1c(=O)[nH]c(=O)n2C	-2%	11%	3%	-0.1%	-6%	-18%	-0.65	-0.15	-0.14	1.2	-6.4%	7%
O=C(Nc1ccc(N2CCCC2)cc1)c1cccc(Cl)c1	-10%	-215%	nt	-0.1%	nt	-7%	nt	nt	nt	nt	-2.7%	-13%
Cc1nn(-c2ccccc2)c(Cl)c1C(=O)NCC(C)c1ccccc1 (centres undefined)	6%	-26%	nt	0.7%	nt	-47%	nt	nt	nt	nt	6.3%	-7%
COC(=O)c1ccc(N=Cc2c(-c3ccccc3)[nH][nH]c2=O)cc1	-9%	0%	12%	-0.2%	5%	-17%	-0.77	-0.37	-0.025	0.67	-1.1%	3%
O=C(O)CSc1ncnc2sc3c(c12)CCCC3	9%	nt	3%	-0.2%	7%	nt	2.6	-0.011	2.1	-1.7	5.1%	-29%
COc1ccc(-c2nc(NC(=O)C3CC(=O)N(c4ccc5c(c4)OCCO5)C3)sc2C)cc1 (centres undefined)	?	12%	3%	0.2%	7%	31%	0.084	-0.29	0.11	-0.15	0.8%	-39%
CC(=O)c1ccc(OCC(=O)N2CCN(S(=O)(=O)c3ccc(C)cc3C)CC2)cc1	6%	-2%	nt	0.0%	nt	-14%	nt	nt	nt	nt	2.4%	4%
Cc1cccc(N2CCN(C(=S)NCCc3ccccc3)CC2)c1C	1%	nt	0%	-0.2%	1%	nt	0.29	-0.24	0.39	-0.41	16%	-6%
CCOC(=O)c1csc(NC(=O)c2ccccc2)n1	0%	-70%	0%	-0.2%	14%	-69%	0.11	-0.1	0.38	-0.32	-1.2%	9%
Cc1cc(F)ccc1S(=O)(=O)N1CCCOC1CNC(=O)C(=O)NCc1ccco1 (centres undefined)	2%	16%	2%	-0.4%	10%	-17%	-0.5	-0.32	-0.57	0.63	9.6%	31%
CCN(CC)S(=O)(=O)c1ccc(NC(=O)[C@@H](NC(=O)c2cc(OC)cc(OC)c2)C(C)C)cc1	3%	7%	-2%	0.3%	0%	4%	3	-0.3	2	-0.37	-4.2%	-24%
CCOC(=O)/C=C/c1cnn(-c2ccccc2)c1	2%	-50%	-1%	-0.4%	-7%	3%	2.3	-0.16	1.1	-1.5	2.9%	0%
CN(c1ccc(C(=O)Nc2cccc([N+](=O)[O-])c2)cc1)S(C)(=O)=O	6%	-1%	2%	0.5%	0%	-25%	0.48	-0.36	-0.18	0.17	-1.9%	-21%
Clc1ccccc1/C=C/c1ccnc2ccccc12	16%	-32%	-11%	0.3%	-5%	-8%	2.4	-0.23	0.91	-0.76	12%	-22%
CC(C)CN(C(=O)COC(=O)c1ccccc1Sc1ccccc1C#N)C1CCS(=O)(=O)C1 (centres undefined)	-2%	8%	-2%	0.1%	0%	-20%	0.12	-0.16	0.011	-0.012	0.3%	nt
CCN1CCN(C(=S)Nc2sc(C)c(-c3ccccc3)c2C(=O)OC)CC1	-24%	11%	nt	-0.2%	nt	-18%	nt	nt	nt	nt	-1.5%	-19%
Cc1cc(Cl)ccc1OCC(=O)Nc1cccnc1	1%	-12%	nt	0.3%	nt	-7%	nt	nt	nt	nt	-3.9%	27%
COc1ccc(/C=C(\NC(=O)c2ccc(OC)c(OC)c2)C(=O)NCCc2c[nH]c3ccccc23)cc1	10%	1%	0%	-0.1%	-15%	-6%	-0.62	-0.21	0.063	0.21	4.9%	-38%
C=CCn1c(CCc2cc(C(C)(C)C)c(O)c(C(C)(C)C)c2)n[nH]c1=S	3%	-2%	1%	-0.5%	-14%	-17%	0.5	-0.25	-0.15	0.56	-4.0%	-13%
Clc1cccc(Oc2ncccn2)c1	32%	18%	-1%	-0.4%	5%	-15%	0.34	-0.23	0.6	-0.17	7.3%	nt
O=C(NCCCN1CCOCC1)c1ccccc1	2%	3%	2%	0.3%	6%	1%	0.27	-0.32	0.092	-0.14	-4.6%	-22%
CS(=O)(=O)N(CC(=O)NC1CCCC1)c1ccc2c(c1)OCCO2	-7%	14%	0%	0.0%	0%	-8%	0.17	-0.19	0.29	1	-6.5%	16%
COc1ccccc1N1CCN(S(=O)(=O)c2c(C)[nH]c(C)c2C(=O)N2CCCCC2)CC1	17%	10%	nt	-0.1%	nt	-29%	nt	nt	nt	nt	-4.7%	-31%
S=c1[nH]nc2nnc3ccccc3n12	-46%	14%	10%	-0.2%	12%	-7%	0.84	-0.21	1.5	-1.4	0.9%	33%
O=C(NC(Cc1ccccc1)C(=O)O)/C(=C/c1ccc(Cl)cc1)NC(=O)c1ccccc1 (centres undefined)	-6%	4%	10%	-0.4%	23%	-20%	-0.18	-0.35	0.078	0.43	4.9%	-4%
COc1ccccc1NS(=O)(=O)c1cccc(N=C2N=C(N)c3ccccc32)c1	9%	18%	8%	-0.3%	4%	32%	-0.43	-0.21	-0.28	0.066	5.0%	10%
COC(=O)C(Cc1c[nH]c2ccccc12)NC(=O)c1cncc(Br)c1 (centres undefined)	12%	-29%	nt	-0.1%	nt	16%	nt	nt	nt	nt	5.9%	26%
CC1CN(C(=O)CS(=O)(=O)Cc2ccc(Cl)cc2)CC(C)O1 (centres undefined)	12%	-7%	nt	-0.1%	nt	16%	nt	nt	nt	nt	6.8%	-26%
O=C(CSc1ncnc2c1oc1ccccc12)Nc1ccccc1C(F)(F)F	?	12%	-3%	-0.1%	7%	-2%	-0.17	-0.056	0.2	0.28	-0.3%	-9%
CCCCSc1nc2sc3c(c2c(=O)[nH]1)CC(C)(CC)OC3 (centres undefined)	10%	7%	nt	-0.1%	nt	-20%	nt	nt	nt	nt	1.4%	-2%
O=C(CNCc1ccccc1)Nc1ccc(Cl)cc1	0%	-19%	nt	0.0%	nt	-8%	nt	nt	nt	nt	-2.5%	32%
Cc1ccc(C(=O)NNc2cc(=O)n(C)c(=O)n2C)cc1C	-9%	9%	1%	-0.6%	8%	-21%	-0.7	-0.17	-0.32	0.81	-5.6%	32%
Cc1nn(Cc2ccc(C(=O)N3N=C(C(F)F)CC3(O)C(F)F)cc2)c(C)c1[N+](=O)[O-] (centres undefined)	38%	5%	23%	0.0%	7%	10%	1.1	-0.25	0.82	0.027	-3.3%	11%
COc1ccccc1-n1cnc2c(c1=O)c1nc3ccccc3nc1n2-c1ccc(C)c(C)c1	18%	9%	9%	-0.1%	1%	-4%	0.034	-0.1	-0.098	0.017	3.2%	8%
O=C(CSc1nc(-c2ccccc2Cl)ns1)NCc1ccco1	5%	14%	2%	0.3%	30%	6%	1.1	-0.23	0.76	-0.32	2.8%	-17%
Fc1cccc(NC(=S)N2CCCCC2)c1	35%	13%	3%	-0.1%	-9%	16%	-0.19	-0.18	0.43	-0.25	-1.6%	35%
COc1ccc(NC(=O)C(=O)NNC(=O)c2cccs2)c(OC)c1	2%	2%	-2%	0.0%	-4%	15%	-0.03	-0.16	0.54	0.44	-1.9%	14%
O=C(NCC1CCCO1)C(=O)c1c[nH]c2ccccc12 (centres undefined)	3%	6%	5%	0.5%	6%	-37%	0.036	-0.36	-0.29	-0.019	-5.1%	-12%

Entries of single compounds from above. Order of screens: AID2073	NOD2 inhibition	P. falciparum M1AAP	GPR55 beta-arrestin	P. falciparum M17LAP	NOD1 inhibition	Dynein cargo inh	Dynein cargo inh cytoplasmic EGFP	Dynein cargo inh nuclear GR-EGFP	Dynein cargo inh cell count	KOR beta-arrestin-1	KOR beta-arrestin-2
`O=C(CSc1ncnc2c1oc1ccccc12)Nc1ccccc1C(F)(F)F` reads ?	12%	-3%	-0.1%	7%	-2%	-0.17	-0.056	0.2	0.28	-0.3%	-9%
`CCOC(=O)c1csc(NC(=O)c2ccccc2)n1` reads 0%	-70%	0%	-0.2%	14%	-69%	0.11	-0.1	0.38	-0.32	-1.2%	9%
`CC1CN(C(=O)CS(=O)(=O)Cc2ccc(Cl)cc2)CC(C)O1` (centres undefined) reads 12%	-7%	nt	-0.1%	nt	16%	nt	nt	nt	nt	6.8%	-26%
